# Assay outcomes from PubChem BioAssay.
# RmlCD inh mix = RmlC and RmlD coupled enzyme inhibitors, primary screen, biochemical, 384-well, compound mixtures, retest; hit rate 0.39% among 110,000; AID 1532, 2009; RmlC/RmlD coupled enzyme inhibition, 384-well mixture HTS; inhibition, % at 5.5 µM; in the data active means inhibition above about 30%, passing the limit was not always enough; inconclusive means no clear call, values can overlap the other calls; further: strong numbers were not always called active
# HIV RNase H inh = HIV-1 RT RNase H inhibitors, primary screen, biochemical, fluorescence; Gag-Pol polyprotein (Human immunodeficiency virus type 1 group M subtype B (isolate …; RT-RNase H RNA/DNA duplex cleavage; inhibition, % at 10 µM; hit rate 1.9% among 65,000; AID 565, 2006; in the data active means inhibition above about 50%
# An asterisk follows results filed as active; i = inactive; ? = inconclusive; · = no result given. Only part of the results is shown; count on the stated rates, not on these rows.
SMILES | HIV RNase H inh | RmlCD inh mix
O=C(Cn1cnc2ccccc2c1=O)N1CCOCC1 | · | -17
CC(C)CN=c1cc(-c2ccccc2)oc2ccc(Cl)cc12 | · | -8
CC1(C)CC(CCNC(=O)c2ccco2)CC(C)(C)N1 | -3 | -10
CC1(C)CC(=O)C=C(N2CCCC2)C1 | · | -5
CCCOc1ccc(C(C)(O)CN2CCOCC2)cc1 (stereo unspecified) | -3 | -16
COc1ccc(C(=O)NCCN2CCCC2)cc1OC | · | 5
Nc1nc(SCC(=O)N2CCCC2)[nH]c(=O)c1-c1ccccc1 | -6 | -12
NC(=O)c1ccc(Br)c(S(=O)(=O)N2CCCCC2)c1 | -5 | 8
N#Cc1c(-c2ccccc2)cc(C2CC2)nc1N | -51 | -10
Cc1ccc(-n2nc3c(c2NC(=O)c2ccc(S(=O)(=O)N4CCOCC4)cc2)CSC3)c(C)c1 | -1 | -14
COCCCn1c(N)c(C(=O)Nc2sc3c(c2C(=O)OC)CCCC3)c2nc3ccccc3nc21 | · | -9
CCOC(=O)N1CCN(c2c(N3CCc4ccccc4C3)c(=O)c2=O)CC1 | -5 | -22
COc1cccc(C(=O)CSc2nnc(COc3cccc4cccnc34)o2)c1 | -47 | -9
Cc1cc(C(F)(F)F)n2nc(-c3cnn(C)c3C(F)(F)F)cc2n1 | · | 8
COc1cccc(-n2nnc3c(=O)n(Cc4ccc(Cl)cc4)cnc32)c1 | -4 | 8
Nc1ccc2oc(-c3cccs3)nc2c1 | -4 | 4
CC(NC(=O)CN1C(=O)COc2ccccc21)c1ccccc1 (stereo unspecified) | -9 | -12
Cc1ccc(S(=O)(=O)Oc2ccc(/C=N/NC(=O)c3nn(C)cc3Cl)cc2)cc1 | · | -13
CCOC(=O)C1CCN(S(=O)(=O)C(F)(F)c2nc3ccccc3s2)CC1 | -4 | -7
CCOC(=O)C1Nc2ccc(C(F)(F)F)cc2C2c3ccccc3CC12 (stereo unspecified) | · | 11
c1ccc(Cn2c(SCc3cn4cccnc4n3)nnc2-c2ccco2)cc1 | -33 | -11
O=C(NCCCN=C1NS(=O)(=O)c2ccccc21)c1ccco1 | · | 7
COc1c(C)cc(Br)cc1C(=O)O | 1 | 7
CCOC(=O)C1CCN(C(=O)CN(Cc2ccccc2)S(C)(=O)=O)CC1 | 3 | 2
CCOC(=O)Cn1cnc2c(C#N)c3n(c2c1=O)CCCCC3 | -14 | 7

# Following part.
SMILES | HIV RNase H inh | RmlCD inh mix
CCOC(=O)c1c(C)nc2c(c1-c1ccccc1)C(=O)c1ccccc1-2 | · | 12
CC(C)(OC1OC(CO)C(O)C(O)C1O)[C@H]1Oc2ccc3ccc(=O)oc3c2[C@H]1O (stereo partly specified) | · | -22
COc1ccc(CCNC(=O)C2CCN(S(=O)(=O)N3CCCCCC3)CC2)cc1OC | 1 | ·
O=C(CSc1nnc(-c2ccccc2)o1)Nc1ccccc1F | -37 | 5
COc1cc(C2C(C(=O)c3sc(C)nc3C)=C(O)C(=O)N2CCN(C)C)cc(OC)c1OC (stereo unspecified) | -33 | ·
CC(C)OCCCn1c(=S)[nH]c2ccc(N3CCOCC3)cc2c1=O | 1 | 2
CC(C(=O)Nc1cccnc1)N1C(=O)C2C3C=CC(C3)C2C1=O (stereo unspecified) | -6 | -5
Cc1noc(C(=O)N2CCN(c3ccc(F)cc3)CC2)c1Cl | -1 | 12
Cc1ccc(CNC(=O)C2CCCN(S(C)(=O)=O)C2)cc1 (stereo unspecified) | -1 | 7
CC1(C(=O)NC2CCCCCCC2)CCC(=O)N1Cc1cccnc1 (stereo unspecified) | 0 | 4
O=C(NCC(c1cccnc1)N1CCN(c2ccc(F)cc2)CC1)Oc1ccccc1 (stereo unspecified) | 7 | -4
O=c1cc(-c2ccc(O)c(O)c2)oc2cc(O)c(C3OC(CO)C(O)C(O)C3O)c(O)c12 (stereo unspecified) | · | 9
CCOc1ccc(NC(=O)CN2CCN(CC(=O)c3ccc(OC)c(OC)c3)CC2)cc1 | -2 | -9
COc1ccc(-c2sc(NC(=O)c3ccc(C)cc3)nc2-c2ccc([N+](=O)[O-])cc2)cc1 | · | -6
CN1C(=O)c2ccccc2NC(=O)[C@]12O[C@@H]2c1cccc(O)c1 | · | 9
COc1cc(/C=N/n2cnnc2)ccc1OCCSc1ccc(C)cc1 | · | 2
Cc1occc1-c1nnc(SCC(N)=O)n1Cc1ccccc1 | · | -7
Cc1ccc(NC(=S)NCc2cccs2)cc1 | · | -12
CCN(CC)CCCN(C(=O)c1cccs1)c1nc(-c2ccc(OC)cc2)cs1 | -5 | 0
O=C(/C=C/c1ccccc1Cl)NCCc1ccccc1 | · | -2
CCCC(=O)Nc1cc(=O)[nH]c2ncnn12 | -5 | -5
Oc1ccccc1C=NC1=NN(c2cccc(C(F)(F)F)c2)CC1 | · | -6
COC(=O)CSc1nc2ccccc2o1 | 0 | 7
Cc1c(NC(=O)Cn2[nH]c(=O)c3ccccc3c2=O)c(=O)n(-c2ccccc2)n1C | · | -8
O=C(Nc1ccc2oc(-c3ccc(F)cc3)nc2c1)c1ccccc1F | 19 | 3

# Pulled by structure from above, 5 records:
SMILES | HIV RNase H inh | RmlCD inh mix
Cc1ccc(CNC(=O)C2CCCN(S(C)(=O)=O)C2)cc1 (stereo unspecified) | -1 | 7
COc1ccc(CCNC(=O)C2CCN(S(=O)(=O)N3CCCCCC3)CC2)cc1OC | 1 | ·
CC(C(=O)Nc1cccnc1)N1C(=O)C2C3C=CC(C3)C2C1=O (stereo unspecified) | -6 | -5
CC(C)(OC1OC(CO)C(O)C(O)C1O)[C@H]1Oc2ccc3ccc(=O)oc3c2[C@H]1O (stereo partly specified) | · | -22
O=C(CSc1nnc(-c2ccccc2)o1)Nc1ccccc1F | -37 | 5

# The list continues:
SMILES | HIV RNase H inh | RmlCD inh mix
C=CCn1c(NCc2ccc(N(C)C)cc2)nc2ccccc21 | 3 | ·
COc1ccc(CCn2c(-c3ccco3)nc3nc4ccccc4nc32)cc1 | 12 | -11
Cc1ccc(S(=O)(=O)Nc2ccc(=O)n(Cc3ccc(Cl)c(Cl)c3)c2)cc1 | · | -6
COC(=O)c1ccc2c(=O)n(CCCCCC(=O)N3CCN(c4ccccc4)CC3)c(=O)[nH]c2c1 | -3 | 7
COC(=O)Cn1c(=N)n(CCN2CCCCC2)c2ccccc21 | -19 | -9
O=C(CCOc1ccccc1)Nc1ccc(S(=O)(=O)N2CCCC2)cc1 | 5 | 5
Cc1sc2nc(CN3CCOCC3)nc(NS(=O)(=O)c3ccc4c(c3)OCCO4)c2c1C | 13 | -5
Cc1ccccc1N(CC(=O)NC1CCCC1)C(=O)c1oc(C(C)(C)C)cc1C | · | 11
CCCC(=O)O[C@H]1C[C@@H](C)N(C(=O)c2ccccc2)c2ccc(C)cc21 | · | -12
O=P1(Oc2ccccc2)CC=C[C@H](COCc2ccccc2)O1 (stereo partly specified) | · | 6
Cc1ccc(OCCCC(=O)Nc2ccccc2C(F)(F)F)cc1 | · | -6
CN(C)CCNS(=O)(=O)c1ccc(Cl)cc1 | 1 | -200
Cc1ccc(C(=O)C2CN3CCC2CC3)cc1 (stereo unspecified) | -7 | -4
Oc1cccc(-c2nc3c4c(ncn3n2)-c2ccccc2CC42CCCC2)c1 | · | -9
CC1CCc2[nH]nc(C(=O)O)c2C1 (stereo unspecified) | -9 | -2
C/C(CC(=O)NC1CCCC1)=N\NC(=O)Cc1cccs1 | · | ?
Cn1c(=O)c2c(nc(NCCCN3CCOCC3)n2Cc2ccc(Cl)cc2Cl)n(C)c1=O | -7 | ·
NC(=O)CSc1nc(O)cc(=O)n1-c1ccccc1 | 1 | 29
Cc1cccc(NC(=O)CSc2nccn2C)c1 | · | -9
Cc1ccc2nc3ccc(N4CCCC4)nn3c(=O)c2c1 | -31 | ·
CCCCOc1ccccc1/C=c1/sc2nc(-c3oc4ccccc4c3C)nn2c1=O | 24 | ·
CC(NS(=O)(=O)c1cccc(Cl)c1)C(=O)Nc1ccc(-c2nc3ccccc3s2)cc1 (stereo unspecified) | · | -27
Cc1ccc(C)c(N2CCN(c3nnnn3-c3ccccc3)CC2)c1 | · | i
O=C(Cn1c(C(F)(F)F)nc2ccccc21)N1CCCC1 | · | -15
COc1cc(SC)ccc1C(=O)Nc1ccccc1C#N | -5 | 6

# Next compounds.
SMILES | HIV RNase H inh | RmlCD inh mix
COc1cc(C2CC(=O)NC3=C2C(=O)CC(C)(C)C3)cc(OC)c1O (stereo unspecified) | 2 | -10
CCn1c(SCC(=O)N/N=C/c2ccc(OC)c(OC)c2)nc2ccccc21 | · | 7
Nc1nnc(SCCN2C(=O)c3ccccc3C2=O)s1 | · | -7
OC1O[C@H](c2ccc3c(c2)OCO3)[C@H]2CO[C@H](c3ccc4c(c3)OCO4)[C@@H]12 (stereo partly specified) | · | 12
Cc1c(C(=O)OCCOC(C)C)[nH]c2c1C(=O)CC(c1ccco1)C2 (stereo unspecified) | -1 | 5
CCCC(=O)NCc1cc(-c2nn(C)c(=O)c3ccccc23)ccc1C | · | -6
Cn1c(=O)c2c(nc(SCC(=O)NCC3CCCO3)n2C)n(C)c1=O (stereo unspecified) | -8 | 1
COc1ccc(S(=O)(=O)Nc2ccc(CC#N)cc2)cc1 | -21 | -7
CC(=O)N1CCc2cc(C(=O)CN3CCN(c4cccc(Cl)c4)CC3)ccc21 | -3 | 13
COc1ccc(S(=O)(=O)NCCN2CCOCC2)c2ccccc12 | -9 | -3
CN(C(=O)OC(C)(C)C)c1ccc(-c2nc3ccccc3s2)cc1 | · | -56
CCCC(=O)Nc1ccc2c(c1)C(=O)N(CCC(=O)O)C2=O | -10 | -15
Cc1ccccc1CS(=O)(=O)Cc1ccc(C(=O)N2CCOCC2)o1 | -30 | ·
CC1CCCCC1NC(=O)c1cn(C)c2ccc(S(=O)(=O)N3CCCC3)cc2c1=O (stereo unspecified) | -7 | 8
O=C(COC(=O)c1ccccc1OCc1ccccc1Cl)NC1CC1 | · | -12
COc1ccc(S(=O)(=O)N2CCCCCC2)cc1 | · | -71
COC(=O)/C(C#N)=C1/SC=C(C)N1c1ccccc1 | -8 | 1
OCCN(CCO)CC(O)COCCC12CC3CC(CC(C3)C1)C2 (stereo unspecified) | · | -1
CCOC(=O)N1CCN(Cc2nc(-c3cccc(C)c3)no2)CC1 | · | -7
CC(C)COC(=O)Cn1cnc2ccc(Br)cc2c1=O | 5 | ·
CCCCNC(=S)NNC(=O)c1cc(C)on1 | · | -13
O=C(O)[C@H](Cc1ccccc1)NC(=O)C(c1ccccc1)(c1ccccc1)c1ccccc1 | · | -11
Cc1ccc(/C=C2/SC(=S)N(CC(=O)Nc3ncc(Cc4ccc(C)cc4)s3)C2=O)cc1 | · | 2
COc1ccc(C2CC(=O)C3=C(C2)Nc2ccccc2N(C(C)=O)C3c2ccco2)cc1 (stereo unspecified) | 7 | 6
CCOC(=O)CSc1cc(CS(=O)(=O)c2ccccc2)nc(-c2ccccc2)n1 | · | 0

# Further entries
SMILES | HIV RNase H inh | RmlCD inh mix
CC(C)CCOc1ccc(C(=O)CCNC(C)C(=O)O)cc1 (stereo unspecified) | -25 | 4
CC(C)C(=O)Nc1cccc(NC(=O)c2cccc([N+](=O)[O-])c2)c1 | · | 8
CN(C(=O)COc1cc(=O)n(C)c2ccccc12)c1ccc(Br)cc1 | -34 | -3
COc1cccc(NC(=O)c2cc(-c3cccnc3)nc3c(Cl)cccc23)c1 | · | -6
CCOc1ccc(CCN2C(=O)C3C4C=CC(C4)C3C2=O)cc1OCC (stereo unspecified) | 2 | -4
Cc1ccc(S(=O)(=O)N2CCCC2C(=O)O)s1 (stereo unspecified) | · | 15
CCOc1ccc(C(C)=O)cc1Cn1nc(C(=O)O)c2ccccc2c1=O | 7 | 2
O=S(=O)(c1ccc2ccccc2c1)N(CC(O)CN1CCOCC1)c1ccccc1 (stereo unspecified) | -1 | -6
COc1ccc(NC(C)C(=O)N/N=C/c2ccccc2OCc2ccc(Br)cc2)cc1 (stereo unspecified) | · | -14
OCCOCCn1c(C(CO)Nc2nc(-c3ccc(Cl)cc3)cs2)nc2ccccc21 (stereo unspecified) | · | -3
CCC(C)NC(=O)c1c(-c2cc(Cl)c(OC)c(Cl)c2)noc1C (stereo unspecified) | -4 | ·
O=C(Nc1ccc2c(c1)CCC2)C1COc2ccccc2O1 (stereo unspecified) | -18 | -14
CC(C(=O)O)c1cccc(C(=O)c2ccccc2)c1 (stereo unspecified) | -7 | 6
O=C(CN1C(=O)c2cccnc2C1=O)c1ccccc1 | · | 8
Cc1ccc(-c2[nH]nc3c2C(c2ccc(OC(=O)N4CCOCC4)cc2)C(C#N)=C(N)O3)cc1 (stereo unspecified) | -15 | 6
CC(=O)Nc1nnc(SCC(=O)NC(C)(C)C)s1 | 4 | 6
Cc1cc(OCC(=O)Nc2ccc(S(=O)(=O)N3CCN(C)CC3)cc2)ccc1Cl | · | 2
CC(C)C1N=C2c3ccccc3N=C(SCC(=O)NCCc3ccc(S(N)(=O)=O)cc3)N2C1=O (stereo unspecified) | -1 | -30
O=C(c1cc2ccccn2n1)N1CCN(Cc2ccccc2)CC1 | -6 | 5
CC(C)C(NC(=O)C12CC3CC(CC(C3)C1)C2)C(=O)O (stereo unspecified) | -3 | 8
O=C(Nc1cccnc1)c1ccc(COc2cc(Cl)ccc2Cl)o1 | · | -8
O=C(NC12CC3CC(CC(C3)C1)C2)c1ccccc1O | -6 | -1
O=C(C[n+]1ccc(C(=O)N/N=C/c2ccc(Br)cc2)cc1)c1ccccc1 | · | -9

# Some of the entries so far, with values under each structure:
# Second line of a record – HIV RNase H inh | RmlCD inh mix
CC(C)C(NC(=O)C12CC3CC(CC(C3)C1)C2)C(=O)O (stereo unspecified)
    -3 | 8
O=C(C[n+]1ccc(C(=O)N/N=C/c2ccc(Br)cc2)cc1)c1ccccc1
    · | -9
CC(=O)Nc1nnc(SCC(=O)NC(C)(C)C)s1
    4 | 6
